Compound activity as filed in PubChem.
HBB splice mod – modulators of hemoglobin beta chain splicing; actives 0.06% (n = 65,000); Potency, µM (highest dose often 46.1 µM), inactives show at the highest dose activation, usual class: activators; HBB splicing reporter cell assay, activation; EGFP reporter with mutant IVS2-654 intron; response scale: normalised to 500 nM splice-correcting PNA; note: potency is the fitted concentration of half-maximal effect; 0% is about no effect
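HeLa cells stably expressing EGFP interrupted by mutant beta-globin intron 2 (IVS2-654), 500/well in 2% FCS. Treated with compound for 2 days at 37C. Splicing correction scored as total well GFP intensity (488 nm excitation, 500-520 nm emission); 500 nM antisense PNA served as control.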
Pol III holo inh – blocks replication by bacterial DNA polymerase III holoenzyme. reconstituted DNA polymerase III holoenzyme replication, biochemical. Potency, µM (top dose mostly 57.1 µM), for inactives: at the top dose activity change, negative = inhibition. actives 0.25% (n = 71,000). AID 603; note: potency is the fitted concentration of half-maximal effect; % is set by controls: 0 for no effect and ±100 for the full control effect
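Reconstituted *E. coli* holoenzyme (0.35 nM Pol III, 1 nM beta, 154 nM SSB, 2 nM primase) was preincubated with compound for 15 min at RT. Synthesis on 1.4 nM ssM13Gori ran 35 min, then was stopped with PicoGreen/EDTA and read as dsDNA fluorescence.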
BRCT inh green – blocks human BRCA1 BRCT binding to phosphopeptide, green readout. P38398. BRCA1 BRCT-phosphopeptide binding, green fluorescence polarization. Potency, µM (highest dose often 76.9 µM), inactives show at the highest dose activity change, negative = inhibition, actives largely listed as inhibitors. actives 0.05% (n = 75,000);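 note: potency is the fitted concentration of half-maximal effect; plate controls were peptide without protein for full effect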
Target sequence (P38398 whole entry, looked up): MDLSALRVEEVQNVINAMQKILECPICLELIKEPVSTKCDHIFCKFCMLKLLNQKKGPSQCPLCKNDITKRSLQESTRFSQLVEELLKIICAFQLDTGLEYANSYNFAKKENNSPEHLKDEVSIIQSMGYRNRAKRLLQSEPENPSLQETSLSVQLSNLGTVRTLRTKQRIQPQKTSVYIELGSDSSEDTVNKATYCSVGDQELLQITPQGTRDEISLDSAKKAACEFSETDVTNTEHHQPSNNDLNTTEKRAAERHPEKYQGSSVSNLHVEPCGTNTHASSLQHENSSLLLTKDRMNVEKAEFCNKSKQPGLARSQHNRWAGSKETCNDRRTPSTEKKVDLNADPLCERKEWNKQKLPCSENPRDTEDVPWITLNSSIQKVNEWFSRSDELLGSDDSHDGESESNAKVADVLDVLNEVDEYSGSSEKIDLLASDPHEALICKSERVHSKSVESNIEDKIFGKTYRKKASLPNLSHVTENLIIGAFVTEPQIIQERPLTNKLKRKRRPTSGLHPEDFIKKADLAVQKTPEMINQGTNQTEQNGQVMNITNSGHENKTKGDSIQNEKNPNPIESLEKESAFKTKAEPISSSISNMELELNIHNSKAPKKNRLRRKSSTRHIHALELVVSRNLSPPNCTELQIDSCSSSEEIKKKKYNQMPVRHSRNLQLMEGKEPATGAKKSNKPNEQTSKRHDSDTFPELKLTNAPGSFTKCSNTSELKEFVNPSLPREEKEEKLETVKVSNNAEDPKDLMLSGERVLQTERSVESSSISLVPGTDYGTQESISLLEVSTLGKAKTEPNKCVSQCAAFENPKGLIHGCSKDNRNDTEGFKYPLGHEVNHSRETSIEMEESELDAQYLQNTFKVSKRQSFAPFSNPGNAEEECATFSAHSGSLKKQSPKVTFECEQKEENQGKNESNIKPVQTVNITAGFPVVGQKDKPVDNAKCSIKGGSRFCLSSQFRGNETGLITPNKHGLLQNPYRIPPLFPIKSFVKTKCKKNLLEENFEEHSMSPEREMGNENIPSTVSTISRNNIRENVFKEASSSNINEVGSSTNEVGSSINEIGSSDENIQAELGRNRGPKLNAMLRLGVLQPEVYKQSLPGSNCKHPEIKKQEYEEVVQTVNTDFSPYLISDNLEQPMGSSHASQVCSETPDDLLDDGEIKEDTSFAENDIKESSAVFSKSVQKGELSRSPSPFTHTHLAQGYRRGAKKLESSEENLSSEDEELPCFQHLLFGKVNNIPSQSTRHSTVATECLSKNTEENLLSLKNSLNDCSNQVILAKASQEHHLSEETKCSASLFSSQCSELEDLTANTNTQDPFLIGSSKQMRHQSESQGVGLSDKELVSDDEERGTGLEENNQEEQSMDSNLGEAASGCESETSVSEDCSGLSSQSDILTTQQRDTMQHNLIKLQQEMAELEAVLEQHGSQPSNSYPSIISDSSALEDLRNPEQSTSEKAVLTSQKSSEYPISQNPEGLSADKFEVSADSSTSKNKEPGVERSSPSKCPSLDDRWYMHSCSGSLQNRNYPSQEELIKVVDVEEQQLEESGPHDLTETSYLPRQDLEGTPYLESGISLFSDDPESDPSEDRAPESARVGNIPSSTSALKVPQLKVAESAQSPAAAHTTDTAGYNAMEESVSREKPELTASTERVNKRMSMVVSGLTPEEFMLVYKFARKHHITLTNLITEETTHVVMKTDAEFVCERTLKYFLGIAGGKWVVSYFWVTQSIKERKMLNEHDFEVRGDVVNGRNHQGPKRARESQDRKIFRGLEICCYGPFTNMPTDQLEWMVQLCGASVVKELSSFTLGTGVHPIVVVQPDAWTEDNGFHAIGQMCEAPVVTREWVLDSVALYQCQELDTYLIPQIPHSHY
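Compounds were incubated for 12 min at room temperature with a complex of 100 nM fluorescein-tagged pBACH1 decapeptide and 250 nM His-tagged BRCT protein. Buffer was phosphate pH 7.3 with EDTA, DTT and Tween 20. Disruption of binding lowers the polarization signal.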
BRCT inh red – disrupts BRCA1 BRCT binding to phosphoprotein, red fluorophore readout; Potency, µM (top dose mostly 76.9 µM), inactives show at the highest dose activity change, negative = inhibition, hits mostly inhibitors; BRCT-phosphopeptide binding, red fluorescence polarization; AID 892; actives 0.03% (n = 75,000); note: % is set by controls: 0 for no effect and ±100 for the full control effect
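Fluorescence polarization: 100 nM His-tagged BRCA1 BRCT with 100 nM TAMRA-labelled phospho-BACH1 decapeptide, phosphate buffer pH 7.3 with 150 mM NaCl, DTT, 0.01% Tween 20; 12 min RT. Binding inhibition seen as FP decrease.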
ALOX15 inhib – inhibitors of human 15-lipoxygenase (ALOX15) | purified 15hLO-1, xylenol orange hydroperoxide absorbance | actives 1.4% (n = 74,000) | Potency, µM (series often up to 57.1 µM), without a hit: top-dose activity change, negative = inhibition, usual class: inhibitors | P16050; note: potency is the fitted concentration of half-maximal effect; % is set by controls: 0 for no effect and ±100 for the full control effect; nearly all actives have a fitted effect of over 55% in size
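Hydroperoxide formed from arachidonic acid (50 uM) by purified human 15hLO-1 (40 nM) oxidizes ferrous iron, and the ferric-xylenol orange complex is read at 573 versus 405 nm. Compounds were preincubated 15 min; reaction ran 6 min at room temperature.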
Hsp90 Hop PPI – changes Hsp90-Hop TPR2A binding signal, up or down. AlphaScreen TPR2A-His6 binding biotin-Hsp90 C-terminal peptide. Potency, µM (doses to about 57 µM), for inactives: at the highest dose activity change, negative = inhibition. actives 0.44% (n = 71,000); active = well fitted curve in either direction with a large enough effect; inconclusive = small, poorly fitted or top-dose-only effect, or another doubt; note: potency is the fitted concentration of half-maximal effect; % is set by controls: 0 for no effect and ±100 for the full control effect; many of its hits are not listed in these tables
CRE-bla Fsk – CRE-bla signaling modulation under forskolin stimulation; actives 2.5% (n = 71,000); CHO CRE-bla reporter (cAMP response element driving beta-lactamase), forskolin EC10, beta-lactamase ratio; AID 662; Potency, µM (doses to about 38.2 µM), inactives show top-dose activity change, negative = inhibition, actives largely listed as activators; active = well fitted activation curve with a large enough effect in the signal ratio, with a control signal flat, not every such curve was filed as active; inconclusive = small, poorly fitted or top-dose-only effect, or effect the other way, or a change in a side signal; the % refers to the signal ratio; note: potency is the fitted concentration of half-maximal effect; % of control where 0% means no effect
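Using CellSensor CRE-bla CHO cells in Opti-MEM with 0.5% dialyzed FBS, compounds were titrated with EC10 NKH 477 for 3 h at 37 °C. CCF4 ratio (460/530 nm) gave %Activity; AC50 derived.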
GFP derepression – epigenetic GFP locus derepression in mouse cells; Potency, µM (doses to about 46.1 µM), for the others: at the highest dose GFP derepression (activation); actives 0.09% (n = 68,000); AID 597; mouse C127i GFP locus derepression, cytometry, 30 h; note: % of control where 0% means no effect
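Derepression screen: silenced CMV-GFP reporter in murine C127i cells, 30 h compound incubation at 37 C, washed cells imaged by laser-scanning cytometer to enumerate GFP-expressing objects of 20 to 120 um.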
USP2a inhib – blocks human ubiquitin-specific protease USP2a; Potency, µM (titrated, usually from 38.3 µM), for the others: top-dose activity change, negative = inhibition, most hits filed as inhibitors; actives 0.1% (n = 60,000); AID 927; USP2a enzymatic assay, qHTS inhibition; O75604;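 note: potency is the fitted concentration of half-maximal effect; nearly all actives have a fitted effect of over 60% in size; plate controls were DMSO for no effect and NEM full inhibition control for full effect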
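USP2 core (20nM final) preincubated 30 min RT with compound, then Ub-PLA2 20nM and NBD C6-HPC 20uM final added; buffer 20mM Tris-HCl pH 8.0, 2mM CaCl2. Fluorescence Ex 460/Em 535 read at 0 and 2.5 h; normalized to NEM.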
Ub-GFP proteasome – proteasome inhibitors stabilizing ubiquitin-GFP reporter. Ubiquitin-GFP reporter cells, proteasome inhibition, GFP fluorescence; response scale: untreated = 0%, 10 µM MG-132 = 100%. Potency, µM (series often up to 45.9 µM), inactives show at the highest dose activation (GFP accumulation), usual class: activators. AID 526. 67,000 tested, under 10 active; active = well fitted activation curve with a large enough effect, not every such curve was filed as active; inconclusive = small, poorly fitted or top-dose-only effect, or another doubt; inactive = no such curve, though single readings can be large or run the other way; note: potency is the fitted concentration of half-maximal effect
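U2OS cells stably expressing ubiquitin(G76V)-GFP, seeded overnight in 0.5% FBS medium, were exposed to compounds (qHTS, 46 uM to 2.9 nM) for 4 hr at 37 °C. GFP-positive cells were counted by laser cytometry (488 ex/515 em), normalized between basal and 10 uM MG-132.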
HADH2 inh – inhibitors of human HADH2 dehydrogenase; Q99714; recombinant HADH2, NADH fluorescence, beta-hydroxybutyryl-CoA; Potency, µM (titrated, usually from 57.1 µM), for the others: at the top dose activity change, negative = inhibition, hits mostly inhibitors; actives 3.4% (n = 73,000); note: potency is the fitted concentration of half-maximal effect; % is set by controls: 0 for no effect and ±100 for the full control effect; nearly all actives have a fitted effect of over 60% in size; many of its hits are not listed in these tables
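Buffer 100 mM Tris-HCl pH 9.0/0.01% Tween-20; HADH2 20 nM; NAD+ 1 mM; beta-hydroxybutyryl-CoA 90 uM (all final). 15 min cpd preincubation, RT.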
An asterisk follows results filed as active; ? = inconclusive; . = not tested or not shown; [ ] = another dose, or the depositor's remark. Unless noted, calls come from the whole dose curve; as a rule, active = well fitted curve in the direction sought with a large enough effect; inconclusive = small, poorly fitted or top-dose-only effect, or another doubt; inactive = no such curve, though single readings can be large; an effect the other way counts as inactive or inconclusive. Not all compounds are listed. The share of hits here may be higher or lower than overall.

SMILES	HBB splice mod	Pol III holo inh	BRCT inh green	BRCT inh red	ALOX15 inhib	Hsp90 Hop PPI	CRE-bla Fsk	GFP derepression	USP2a inhib	Ub-GFP proteasome	HADH2 inh
CCOC(=O)N1CCC(NC(=O)c2cnc3n(c2=O)CCS3)CC1	1.3%	-7%	2.3%	0.8%	-2%	-2%	-3%	.	.	10%	6%
CCN(CC)CCCCCOc1ccccc1OC	-0.3%	-5%	-1.0%	-0.2%	8%	-6%	-2%	-3%	-4%	?	4%
CCOc1cccc(-c2cc(=O)[nH][nH]2)c1	-0.5%	-3%	-0.3%	1.4%	22%	-4%	-11%	0%	6%	-4%	3%
COc1ccc(C2C(C(=O)Nc3cc(C)on3)c3ccccc3C(=O)N2C)cc1 (configuration not stated)	-1.4%	5%	4.8%	-0.7%	-2%	-3%	?	-1%	9%	15%	0%
O=C(O)C1CCCCC1C(=O)Nc1ccc2c(c1)OCCO2 (configuration not stated)	0.5%	2%	-0.5%	-1.5%	3%	-3%	1%	-4%	.	20%	-10%
OCC(CO)(CBr)CBr	0.8%	-1%	-1.7%	-0.9%	4%	-5%	4%	.	.	.	4%
Cc1ccc2oc(-c3ccc(NC(=O)CC(C)C)cc3)nc2c1	-0.9%[9.22 µM]	-1%	-0.4%	-1.3%	1%	0%	2%	4%	8%	15%	?
Cc1cc(-n2[nH]c(C)c(C)c2=O)nc(-c2ccccc2O)n1	4.2%[1.84 µM]	-4%	0.9%	0.3%	5%	-13%	?	0%	12%	-4%	-10%
CCSc1nnc(-c2ccccc2NC(=O)CC)c(=O)[nH]1	0.5%	-2%	1.3%	-0.2%	?	-3%	?	2%	-1%	3%	8%
NC(=O)C1CCN(C(=O)c2cc(S(=O)(=O)N3CCOCC3)c(Cl)cc2Cl)CC1	-2.2%	1%	-1.4%	-0.6%	6%	-3%	?	-1%	3%	-9%	0%
CCOC(=O)N1CCN(C(=O)CCN2C(=O)COc3ccc(C)cc32)CC1	-0.7%	-4%	-1.3%	0.3%	4%	2%	-22%	1%	6%	-5%	2%
Fc1ccc(-c2nc3n(c2-c2ccncc2)CCS3)cc1	-1.6%	.	0.4%	-1.3%	?	.	.	.	.	.	-19%
C=CCOC(=O)C1C(=O)CC(C)(O)C(C(=O)OCC=C)C1c1ccc(OCC)cc1 (configuration not stated)	-0.6%	2%	-0.2%	-0.3%	17%	-2%	-3%	0%	7%	2%	17%
CO[C@H]1COC(=O)[C@H](C)COC(=O)[C@@H](OCc2ccccc2)/C=C\[C@@H]1C	0.4%[9.22 µM]	.	0.2%[15.4 µM]	1.5%[15.4 µM]	3%[11.4 µM]	.	.	.	.	.	1%[11.4 µM]
O=C1CC(c2ccccc2)CC(O)=C1C=NCCCO (configuration not stated)	-6.4%	-2%	-0.8%	0.0%	7%	-1%	-1%	2%	-6%	-5%	3%
Brc1ccc([C@H]2CN3CCSC3=N2)cc1	0.4%	0%	-2.2%	-1.8%	3%	0%	4%	0%	-10%	0%	-10%
Cc1nc(SCC(=O)Nc2ccccc2C(F)(F)F)c2c(=O)n(C)c(=O)n(C)c2n1	-0.3%	1%	-0.9%	-1.0%	10%	-4%	-15%	3%	0%	-3%	19%
CC1CCCCC1NC(=O)C1CCN(C(=O)NC2CCCCC2)CC1 (configuration not stated)	0.2%[57.5 µM]	11%	-1.1%	0.0%	8%	0%	-1%	2%	.	-1%	11%
C=CCn1c(SCC(=O)Nc2ccccc2)nnc1-c1cccc(S(=O)(=O)N2CCOCC2)c1	-0.3%[57.5 µM]	-3%	-0.6%	-4.0%	3%	0%	-9%	-1%	21%	0%	1%
C[C@]1(OC(=O)/C=C\c2ccccc2)C[C@@H](O)[C@@]2(O)C=CO[C@@H](O[C@H]3O[C@@H](CO)[C@@H](O)[C@@H](O)[C@@H]3O)[C@H]21	1.3%[20.6 µM]	5%[25.6 µM]	-5.7%[34.4 µM]	-0.3%[34.4 µM]	-1%[25.6 µM]	0%[26 µM]	2%[17.1 µM]	6%[20.6 µM]	-2%[17.1 µM]	9%[20.5 µM]	-1%[25.6 µM]

Compound profiles, as listed above. Screens in order: HBB splice mod	Pol III holo inh	BRCT inh green	BRCT inh red	ALOX15 inhib	Hsp90 Hop PPI	CRE-bla Fsk	GFP derepression	USP2a inhib	Ub-GFP proteasome	HADH2 inh
CCN(CC)CCCCCOc1ccccc1OC reads -0.3%	-5%	-1.0%	-0.2%	8%	-6%	-2%	-3%	-4%	?	4%
C=CCOC(=O)C1C(=O)CC(C)(O)C(C(=O)OCC=C)C1c1ccc(OCC)cc1 (configuration not stated) reads -0.6%	2%	-0.2%	-0.3%	17%	-2%	-3%	0%	7%	2%	17%

Continued:
SMILES	HBB splice mod	Pol III holo inh	BRCT inh green	BRCT inh red	ALOX15 inhib	Hsp90 Hop PPI	CRE-bla Fsk	GFP derepression	USP2a inhib	Ub-GFP proteasome	HADH2 inh
O=C1OCCN1/N=C\c1ccc([N+](=O)[O-])o1	0.8%[20.6 µM]	-6%[25.6 µM]	-3.2%[34.4 µM]	0.7%[34.4 µM]	-2%[25.6 µM]	-7%[26 µM]	5%[17.1 µM]	1%[20.6 µM]	1%[17.1 µM]	9%[20.5 µM]	-11%[25.6 µM]
CC(=O)N1CCCc2cc(S(=O)(=O)N3CCc4ccccc4C3)ccc21	0.3%	12%	-0.4%	0.0%	-6%	-3%	?	9%	20%	-8%	0%
CC1Cc2ccccc2N1C(=O)CSc1ncccc1C(=O)O (configuration not stated)	.	-4%	0.2%	0.5%	7%	1%	-3%	2%	-6%	4%	17%
CCCCN(CC)Cc1c(C)[nH]c2ccccc2c1=O	2.1%	-4%	-0.9%	0.9%	3%	-6%	-4%	-4%	-1%	-2%	5%
COc1ccccc1CCn1c(=O)c(-c2cccs2)nc2cncnc21	-1.0%	-2%	1.3%	-1.4%	-15%	1%	?	0%[9.22 µM]	179%[activator]	2%	-16%
CC(C)C[C@@H](CC(=O)N[C@@H](CCC(=O)O)CC(=O)O)NC(=O)[C@@H]1CNCC[C@H]1NC(=O)C[C@H](CCCN)NC(=O)C[C@H](CO)NC(=O)[C@@H]1CNCC[C@H]1N	4.2%	-2%	.	.	.	-10%	?	.	.	.	2%
O=C(c1c(Cl)nc2sccn12)N1CCCc2ccccc21	0.0%[57.5 µM]	-4%	0.5%	0.4%	-5%	2%	2%	4%	4%	-3%	-1%
CCO[C@H]1O[C@@H]([C@H](COCc2ccccc2)OCc2ccccc2)[C@@H](OCc2ccccc2)[C@H]1O	-1.3%[20.6 µM]	-7%[25.6 µM]	0.5%[34.4 µM]	-4.3%[34.4 µM]	3%[25.6 µM]	3%[26 µM]	-10%[17.1 µM]	-2%[20.6 µM]	-2%[17.1 µM]	6%[20.5 µM]	-3%[25.6 µM]
CCCC(=O)Nc1cc(-c2nn(C)c(=O)c3ccccc23)ccc1OC	0.0%	2%	0.0%	0.7%	5%	1%	13µM*	-3%	13%	-7%	2%
c1ccc(-c2cc(N3CCOCC3)nc(-c3ccccc3)n2)cc1	3.0%[57.5 µM]	-1%	-0.9%	-0.9%	-1%	3%	-1%	-3%	.	-3%	3%
COc1ccc(N(CC(=O)NC2CCCC2)C(=O)Cn2nnc(-c3ccc(C)cc3)n2)cc1OC	.	-8%	-0.6%	0.2%	-9%	2%	-4%	1%	77%[activator]	-2%	-2%
COCCn1c(-c2ccccc2)nc(=S)c2c1CC(C)(C)OC2	0.0%	2%	1.4%	0.5%	-5%	-3%	-2%	-3%	-3%	-6%	-19%
NNC(=O)c1ccc(OCc2nc3ccccc3[nH]2)cc1	0.6%[9.22 µM]	-6%[11.4 µM]	0.3%[15.4 µM]	-0.1%[15.4 µM]	14%[11.4 µM]	-5%[11 µM]	6%[7.6 µM]	3%[9.22 µM]	.	-5%[9.17 µM]	1%[11.4 µM]
O=C1c2ccccc2C(=O)N1CC#CCN1CCN(C2CCCCC2)CC1	-2.0%	-1%	-3.3%	1.4%	-25%	-8%	14%	3%	16%	4%	15%
